Vif-APOBEC3F blk = blocks the Vif interaction with APOBEC3F. HeLa A3F-eYFP + Vif (tagged APOBEC3F with the HIV-1 protein that degrades it), YFP fluorescence increase. Potency, µM (top dose mostly 46.1 µM), for the others: at the highest dose activity, negative = active. 0.2% of 390,000 active. AID 602313; also: potency is read from the fitted curve at half-maximal effect; % of control where 0% means no effect; nearly all actives have a fitted effect of over 65% in size
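HeLa cells stably expressing A3F-eYFP plus Vif, plated and incubated overnight at 37 deg C, then exposed to compounds overnight at 37 deg C. Blocked degradation read as raised yellow fluorescence (Ex 488/Em 500-530).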
D1 PAM = human D1 dopamine receptor positive modulation | P21728 | HEK293 TREx D1 cells, calcium flux, dopamine EC20 potentiation | potentiation, % at 10 µM | 0.036% of 360,000 active | AID 504651; in the data active = potentiation above about 30%; also: 0% is about no effect
Target sequence (P21728 whole entry, looked up): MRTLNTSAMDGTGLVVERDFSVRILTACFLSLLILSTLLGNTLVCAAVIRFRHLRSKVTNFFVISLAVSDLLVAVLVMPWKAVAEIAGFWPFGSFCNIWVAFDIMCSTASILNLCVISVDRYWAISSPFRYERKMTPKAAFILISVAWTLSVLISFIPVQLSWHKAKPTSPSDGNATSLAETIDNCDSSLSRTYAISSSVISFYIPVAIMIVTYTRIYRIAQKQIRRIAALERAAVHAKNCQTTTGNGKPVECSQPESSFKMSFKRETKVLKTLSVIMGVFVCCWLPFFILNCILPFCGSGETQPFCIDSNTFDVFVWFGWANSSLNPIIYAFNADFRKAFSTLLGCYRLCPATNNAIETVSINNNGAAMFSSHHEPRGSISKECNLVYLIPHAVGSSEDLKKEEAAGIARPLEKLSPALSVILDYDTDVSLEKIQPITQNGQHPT
D2 potentiator = positively modulates the human D2 dopamine receptor allosterically; 0.34% of 340,000 active; AID 485347; HEK293 T-REx D2, calcium flux, EC20 dopamine potentiation; P14416; potentiation, % at 10 µM;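 active = potentiation over 3 SD above the plate norm, cut at about 30% in these data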; also: 0% is about no effect
Target sequence (P14416 whole entry, looked up): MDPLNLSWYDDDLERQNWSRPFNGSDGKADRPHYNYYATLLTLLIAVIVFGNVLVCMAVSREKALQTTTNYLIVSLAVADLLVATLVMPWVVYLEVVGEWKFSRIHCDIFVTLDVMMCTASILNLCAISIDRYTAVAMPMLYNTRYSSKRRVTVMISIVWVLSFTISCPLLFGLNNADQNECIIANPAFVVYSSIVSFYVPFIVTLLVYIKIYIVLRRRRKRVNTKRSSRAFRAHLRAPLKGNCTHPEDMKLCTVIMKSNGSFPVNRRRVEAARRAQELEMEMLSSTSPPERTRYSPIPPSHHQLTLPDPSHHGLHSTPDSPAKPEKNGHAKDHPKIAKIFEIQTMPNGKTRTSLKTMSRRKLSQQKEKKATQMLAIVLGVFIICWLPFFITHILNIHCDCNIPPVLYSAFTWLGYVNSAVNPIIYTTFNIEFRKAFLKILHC
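Potentiation of an EC20 dopamine calcium response is measured in a force-coupled, tetracycline-inducible Hek293 Trex D2 line. Compound-only kinetic reads over 180 s flag agonists before dopamine addition.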
LDHA inh = LDHA (human) enzyme inhibition. P00338. purified LDHA, NADH/diaphorase-resazurin fluorescence; stronger effect = lower value. activity change, % (values are at about 110 or 230 µM). 0.15% of 480,000 active; in the data active = activity change below about -30%; inconclusive = mostly about -25% to -30%;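 also: plate controls were DMSO wells for no effect and wells without enzyme for full effect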
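Human LDH5 (2 nM) was incubated with 0.06 mM NADH and 0.2 mM pyruvate for 5 min at room temperature in Tris pH 7.4. Remaining NADH was coupled through diaphorase/resazurin, and resorufin fluorescence was read at 0 and 20 min.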
Vif-A3G inh = blocks the Vif interaction with human APOBEC3G; Q9HC16; HeLa A3G-eYFP + Vif (tagged APOBEC3G with the HIV-1 protein that degrades it), YFP fluorescence, overnight; Potency, µM (highest dose often 46.1 µM), for the others: at the top dose activity, negative = active, most hits filed as inhibitors; 0.076% of 410,000 active; AID 602310;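 also: potency is read from the fitted curve at half-maximal effect; % is scaled to controls: 0 for no effect and ±100 for the full control effect; nearly all actives have a fitted effect of over 60% in size; hits raise eYFP signal because A3G escapes Vif-driven loss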
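HeLa cells stably expressing Vif and C-terminally eYFP-tagged A3G, seeded overnight at 37 deg C, then exposed to compound by pintool overnight at 37 deg C. Rise in yellow fluorescence (Ex 488/Em 500-530, Acumen) marks blocked Vif-driven A3G degradation.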
Glioma ERSR ind = induces the endoplasmic reticulum stress response in human glioma cells; Potency, µM, for inactives: top-dose activation, hits mostly activators; U87-MG GRP78 promoter luciferase reporter, 16 h; 0.02% of 420,000 active; also: potency is read from the fitted curve at half-maximal effect; series mostly up to about 76 µM; % of control where 0% means no effect; nearly all actives have a fitted effect of over 35% in size
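Stably transfected U87-MG human glioma cells carrying a GRP78-based luminescent sensor were seeded at 1000 cells/well, pin-dosed with compounds and incubated 16 h. Luciferase reagent was then added, and end-point luminescence was read after 10 min at room temperature.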
D1 antagonist = blocks dopamine activation of the human D1 receptor | P21728 | HEK293 TREx D1 cells, calcium flux, dopamine EC80; stronger effect = lower value | activity change, negative = inhibition, % at 10 µM | 3.2% of 360,000 active | AID 504652; in the data active = activity change below about -30%; also: % is scaled to controls: 0 for no effect and ±100 for the full control effect
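After overnight tetracycline induction at 30 C, force-coupled D1 HEK293 cells took up a no-wash calcium dye at room temperature. Compounds were added and monitored 180 s, and the response to EC80 dopamine was then recorded.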
RXFP1 ag = agonists of human relaxin receptor RXFP1 | Q9HBX9 | HEK293T-RXFP1 cAMP TR-FRET, 30 min; response scale: percent of porcine relaxin response, buffer zero | Potency, µM (series often up to 57.5 µM), without a hit: at the highest dose activation, actives largely listed as activators | 0.3% of 370,000 active | AID 2676; also: potency is read from the fitted curve at half-maximal effect; % is scaled to controls: 0 for no effect and ±100 for the full control effect; nearly all actives have a fitted effect of over 60% in size; many of its hits are not listed in these tables
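HEK293 cells stably expressing RXFP1, treated 30 min at 37C with compounds plus PDE4 inhibitor Ro 20174; cAMP measured by HTRF TR-FRET. Normalized to buffer and 29 nM porcine relaxin; EC50 by Hill fit.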
D1 agonist = agonists of human D1 dopamine receptor; 1% of 360,000 active; AID 504660; HEK293 T-REx D1 cells, calcium flux, agonist mode; activation, % at 2 µM; P21728; in the data active = activation above about 30%; also: 0% is about no effect
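Agonism was scored from calcium flux recorded over 180 s (1 read/s) after pintool compound addition, following a 10-cycle baseline. Cells were inducible force-coupled HEK293 TREx D1, plated overnight at 30 C and loaded with no-wash calcium dye.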
The depositor's hits bear a star; ? = inconclusive; . = no result given; & = joins results of further samples. Unless noted, calls follow the shape of the dose curve; as a rule, active = well fitted curve in the direction sought with a large enough effect; inconclusive = small, poorly fitted or top-dose-only effect, or another doubt; inactive = no such curve, though single readings can be large; an effect the other way counts as inactive or inconclusive. Not all compounds are listed. The share of hits here may be higher or lower than overall.

SMILES	Vif-APOBEC3F blk	D1 PAM	D2 potentiator	LDHA inh	Vif-A3G inh	Glioma ERSR ind	D1 antagonist	RXFP1 ag	D1 agonist
CCCCS(=O)(=O)N1CCC(C(=O)Oc2ccccc2OC)CC1	1%	6	13	0	-1%	-1%	8	-1.4%	11
COc1cc(S(=O)(=O)NCCc2c(C)[nH]c3ccc(C)cc23)ccc1Br	0%	0	2	-8	-6%	-4%	-5	-1.2%	4
CCCCCNC(=O)c1ccc2c(=O)n(CC3CCCO3)c(=S)[nH]c2c1 (centres undefined)	3%	-2	5	-6	-3%	8%	2	-2.0%	2
CCOC(=O)Nc1sc(C(=O)N(C)C)c(C)c1C(=O)OCC	2%	1	12	3	-10%	-2%	0	2.2%	1
CC(Oc1cccc(Cl)c1)C(=O)Nc1ccc(N2CCOCC2)cc1N1CCOCC1 (centres undefined)	2%	-4	8	-2	-2%	-2%	-3	0.3%	1
CSc1nc2sc3c(c2c(=O)n1CC(C)C)CC(C)(C)OC3	-18%	-1	13	-12	0%	-3%	-3	-0.6%	2
CC(C)(C)[C@@H]1COC(=O)[C@H](Cc2ccc(F)cc2)C/C=C\C[C@@H](CC(=O)NCCO)C(=O)N1	6%	.	.	-3	-3%	-2%	.	.	.
CCOC(=O)c1cnc2ccc(OCC)cc2c1N1CCN(C)CC1	3%	-4	-12	0	-3%	-6%	-9	9.5%	3
CCOc1ccccc1CNn1cnnc1SCC(=O)NC(C)(C)C	-5%	.	.	-4	-14%	-5%	.	.	.
COc1ccc(N(C(=O)CCl)C(C(=O)NCCc2ccccc2)c2cccs2)cc1Cl (centres undefined)	5%	2	3	4	?	-13%	-1	-0.2%	1
Cc1[nH]c2ccccc2c1C(=O)COC(=O)Cn1cnc2ccccc21	-19%	0	5	-10	0%	-1%	-14	-3.0%	4
Cc1ccc(SCC(=O)NNC(=O)CNC(=O)c2ccccc2F)cc1	-2%	.	.	-11	5%	0%	.	.	.
Cc1[nH]c2ccccc2c1C(=O)COC(=O)c1ccccc1O	2%	.	.	-6	-1%	1%	.	.	.
O=C(Cc1cccs1)NC(Cc1c[nH]c2ccccc12)C(=O)O (centres undefined)	0%	4	2	-2	0%	0%	5	2.9%	4
Cc1ccc(NC2CCCN(C(=O)CCN3CCCCO3)C2)cc1C (centres undefined)	5%	6	5	15	-3%	-5%	0	3.4%	1
Cc1cc(C)nc(SCC(=O)Oc2ccc3oc(=O)cc(C)c3c2)n1	-8%	-1	-9	-6	1%	-4%	-7	-4.1%	0
O=S(=O)(Nc1cccc(-c2ccc(N3CCCC3)nn2)c1)c1ccc(F)c(C(F)(F)F)c1	2%	1	7	-3	5%	-1%	9	-1.1%	2
CCCCOC(=O)C(NC(=O)c1ccccc1)=C(C)C	-15%	1	4	0	-4%	-1%	2	0.0%	1
COCC1CCCCC1OS(N)(=O)=O (centres undefined)	-1%	-4	1	-5	-2%	-4%	-7	3.7%	-1
CSc1ccc(CN2CCN(C(=O)c3ccc([N+](=O)[O-])cc3)CC2)cc1	-4%	-10	-11	-14	3%	-1%	-60*	0.1%	9
O=C(CC1S/C(=N/N=C/c2cccs2)NC1=O)Nc1ccc(Cl)cc1 (centres undefined)	0%	-5	11	-8	-7%	0%	-2	-0.7%	6
Cc1ccc(NC(=O)Cn2nnc3ccccc3c2=O)cc1C	2%	-2	-1	-9	2%	0%	-40*	4.3%	8
CCCC(c1nnnn1CCc1ccccc1)N1CCN(C2CCCC2)CC1 (centres undefined)	5%	1	-7	-5	-6%	-4%	-27	0.9%	2
CCN(CC)S(=O)(=O)c1ccc(NC(=O)CSc2nnc(-c3cccc(OC)c3)n2C)cc1	1%	1	-9	-4	1%	-4%	7	-1.5%	3
Cc1ccc2cc(C(c3nnnn3C3CCCC3)N(Cc3ccco3)Cc3cccs3)c(=O)[nH]c2c1 (centres undefined)	2%	-2	1	-2	1%	-7%	14	-1.2%	3

Of the compounds above, these have a thiophene ring, fused or not:
SMILES	Vif-APOBEC3F blk	D1 PAM	D2 potentiator	LDHA inh	Vif-A3G inh	Glioma ERSR ind	D1 antagonist	RXFP1 ag	D1 agonist
CCOC(=O)Nc1sc(C(=O)N(C)C)c(C)c1C(=O)OCC	2%	1	12	3	-10%	-2%	0	2.2%	1
CSc1nc2sc3c(c2c(=O)n1CC(C)C)CC(C)(C)OC3	-18%	-1	13	-12	0%	-3%	-3	-0.6%	2
COc1ccc(N(C(=O)CCl)C(C(=O)NCCc2ccccc2)c2cccs2)cc1Cl (centres undefined)	5%	2	3	4	?	-13%	-1	-0.2%	1
O=C(Cc1cccs1)NC(Cc1c[nH]c2ccccc12)C(=O)O (centres undefined)	0%	4	2	-2	0%	0%	5	2.9%	4
O=C(CC1S/C(=N/N=C/c2cccs2)NC1=O)Nc1ccc(Cl)cc1 (centres undefined)	0%	-5	11	-8	-7%	0%	-2	-0.7%	6
Cc1ccc2cc(C(c3nnnn3C3CCCC3)N(Cc3ccco3)Cc3cccs3)c(=O)[nH]c2c1 (centres undefined)	2%	-2	1	-2	1%	-7%	14	-1.2%	3

The listing continues:
SMILES	Vif-APOBEC3F blk	D1 PAM	D2 potentiator	LDHA inh	Vif-A3G inh	Glioma ERSR ind	D1 antagonist	RXFP1 ag	D1 agonist
O=C(Nc1nn[nH]n1)c1cccc([N+](=O)[O-])c1	-4%	-3	-5	-6	0%	-3%	11	-0.6%	0
CC(NC(=O)c1cc(=O)[nH]c2ccccc12)c1ccccc1 (centres undefined)	-6%	-7	4	8&-2	-12%	-3%	2	-0.5%	1
O=C(COc1ccc(Br)cc1Cl)NC(=O)NCc1ccccc1	-15%	-1	-2	-1	-4%	-3%	6	-1.1%	15
Cc1ccc(-c2ccc(=O)n(CCC(=O)N3CCN(c4ccccc4)CC3)n2)cc1	-5%	1	2	-6	0%	0%	6	-2.8%	0
O=C(CNC(=O)c1ccc(Cl)c([N+](=O)[O-])c1)NCC1CCCO1 (centres undefined)	-4%	4	.	-5	0%	-7%	-1	5.4%	4
Fc1ccc(C(NCCc2ccc(Cl)cc2)c2nnc(-c3ccccc3Cl)o2)cc1 (centres undefined)	-11%	1	.	1	-4%	0%	-3	13%	25
CCN1CCN(c2ncc3c(n2)CC(c2ccccc2O)CC3=O)CC1 (centres undefined)	4%	-2	3	6	0%	-2%	0	2.9%	9
CCn1c(COc2ccccc2C)nnc1SCC(=O)N1CCN(c2ccccc2)CC1	3%	-1	13	2	3%	-3%	-22	1.9%	5
Cc1cc(C)nc(NC(=O)c2ccc(Cl)c([N+](=O)[O-])c2)n1	-6%	1	1	-3	0%	-2%	-3	1.8%	3
COc1cccc2cc(C(=O)NCc3ccccc3)c(=N)oc12	-24%	-1	-3	5	1%	-1%	0	-2.4%	5
COC(=O)c1sc(Nc2ccccc2)nc1C	-19%	4	.	-10	-11%	0%	5	0.2%	1
CCN(C(=O)COC(=O)CNC(=O)c1cccc(C)c1)c1c(N)n(Cc2ccccc2)c(=O)[nH]c1=O	-9%	-3	-10	-2	1%	-4%	23	-0.4%	3
COc1ccccc1NC1=NC2(CCCC2)N=C(N)N1	-3%	-9	9	0	?	-3%	16	0.8%	3
N#Cc1ccccc1NC(=O)c1ccccc1OCC(=O)NCc1ccco1	-10%	1	0	0	1%	-2%	9	-1.9%	1
COc1ccc(N2CCN(c3nc4ccccc4nc3NS(=O)(=O)c3ccccc3)CC2)cc1	?	-1	9	2	-7%	-5%	15	1.4%	-1
CCN1C(=O)Cc2cc(S(=O)(=O)N3CCOCC3)ccc21	5%	-4	4	3	2%	-2%	3	0.3%	2
CCOc1ccc(NC(=O)CN(C)C(=O)C2(c3ccccc3)CC2)cc1OCC	-1%	-6	4	2	0%	-4%	7	-1.5%	2
COc1ccc([C@H]2CC(=O)C=C(c3cccc(CO)c3)C2)cc1OC	0%	1	-4	0	-1%	-5%	-21	2.1%	1
COc1ccc(C(C#N)=Cc2ccccc2OC)cc1	-6%	.	.	-1	-31%	-2%	.	.	.
O=C(CCC1CCCCC1)NCc1cccnc1	-17%	-2	-5	-7	2%	2%	-21	2.5%	0
COc1ccc(CNC(=O)C2CCN(c3cc(C(=O)Nc4cccc(OC)c4)ccn3)CC2)cc1	-12%	-1	7	-2	-2%	0%	-2	0.3%	3
CC(=O)N(CC(C)(C)CC=C(C)C)c1ccccc1	.	-3	4	.	.	.	5	-0.7%	-1
CCC(C)(C)NC(=O)c1cc(OC)c(OC)cc1[N+](=O)[O-]	.	0	2	-1	-2%	-3%	-1	-0.4%	0
O=C(NCCCN1CCOCC1)c1ccc2c(c1)N(Cc1cccc(Cl)c1)C(=O)c1ccccc1S2=O (centres undefined)	0%	-6	13	1	2%	-10%	15	-0.3%	5
C#CCOCCOCCOCCNc1nc(N2CCN(C(=O)CCCCCCCCCCNC(=O)[C@@H](CCSC)n3cc(CCO)nn3)CC2)nc(N2CCN(C(=O)CCCCCCCCCCNC(=O)[C@H](CCSC)n3cc(CCO)nn3)CC2)n1	3%	-5	9	6	1%	1%	6	-0.1%	13

More structures
SMILES	Vif-APOBEC3F blk	D1 PAM	D2 potentiator	LDHA inh	Vif-A3G inh	Glioma ERSR ind	D1 antagonist	RXFP1 ag	D1 agonist
CC(CNS(=O)(=O)c1ccccc1)Sc1nncn1C (centres undefined)	4%	-2	-2	-1	2%	-2%	-19	1.1%	2
CON(C)S(=O)(=O)c1cccc(C(=O)Nc2cccc(S(=O)(=O)NC3=NCCCCC3)c2)c1	3%	.	.	-5	-6%	-3%	.	.	.
Cc1cc(=O)oc2cc(Oc3ncccn3)ccc12	-3%	0	17	-3	-5%	-2%	-10	1.5%	4
Cc1ccc2c(c1)N(C(=O)CCC(=O)NC1CCCCCC1)CCO2	-10%	2	-13	-3	-1%	1%	5	1.8%	0
CN(C)C(=O)c1cn(-c2ccccc2)nc1-c1cc2ccccc2oc1=O	0%	-1	4	-7	-9%	-2%	17	0.0%	1
C=CCOc1ccc(/C=C/C(=O)N2CCCN(S(=O)(=O)c3c(C)noc3C)CC2)cc1	4%	-5	-8	0	2%	-1%	3	-0.2%	5
CS(=O)(=O)CC[C@@H](C(=O)NCCc1ccccc1)N1Cc2ccccc2C1=O	-1%	-2	5	-15	3%	-3%	-2	0.0%	1

Source: PubChem BioAssay
